Source: PubChem
SIRT5 block = sirtuin-5 (human) deacylase inhibition; Q9NXA8; Purified SirT5, succinyl-peptide AMC, trypsin-coupled fluorescence; inhibition, % at 15 µM; 330,000 tested, 1.1% active; AID 652115; in the data active = inhibition above about 15%; inconclusive = no clear call, values can overlap the other calls
Target sequence (Q9NXA8 whole entry, looked up): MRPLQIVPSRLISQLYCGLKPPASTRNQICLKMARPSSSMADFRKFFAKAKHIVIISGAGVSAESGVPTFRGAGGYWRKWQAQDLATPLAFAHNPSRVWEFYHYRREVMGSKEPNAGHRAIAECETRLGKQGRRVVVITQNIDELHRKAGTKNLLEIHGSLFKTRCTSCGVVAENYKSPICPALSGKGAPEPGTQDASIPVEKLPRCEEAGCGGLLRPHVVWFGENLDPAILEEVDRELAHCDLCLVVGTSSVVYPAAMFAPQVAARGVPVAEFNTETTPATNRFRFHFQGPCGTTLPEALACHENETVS
PAX8 inh HTS = PAX8 transcriptional activity inhibition; AID 652154; inhibition, % at 12.6 µM; 360,000 tested, 1.2% active; RMG-I TPO-luciferase reporter, SteadyGlo, 24 h;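 active = mean replicate inhibition at least 60% with every replicate also reaching 60%; inconclusive = only one of the two criteria is met; inactive = mean below 60% and not all replicates reaching 60%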;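 note: luciferase light reporting Pax8 driven TPO promoter activity; plate controls were median of neutral control wells for no effect and mitoxantrone controls for full effect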
Casp6 inh = inhibitors of human caspase-6. 350,000 tested, 0.53% active. purified caspase-6, Z-VEID-R110 cleavage fluorescence. inhibition, % at 12.5 µM. P55212;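 active = mean inhibition across replicates at least about 35%, with every replicate also reaching that limit, limit read from the data; inconclusive = only one of the two criteria met; inactive = neither criterion met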;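 note: 0% = median of neutral control wells and 100% = no fluorescence left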
Target sequence (P55212 24-179 limits assumed): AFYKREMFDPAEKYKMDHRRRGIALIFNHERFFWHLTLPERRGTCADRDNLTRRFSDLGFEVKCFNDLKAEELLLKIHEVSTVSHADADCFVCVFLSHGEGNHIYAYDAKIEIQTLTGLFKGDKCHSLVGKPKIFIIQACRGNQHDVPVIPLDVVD
Target sequence (P55212 194-293 limits assumed): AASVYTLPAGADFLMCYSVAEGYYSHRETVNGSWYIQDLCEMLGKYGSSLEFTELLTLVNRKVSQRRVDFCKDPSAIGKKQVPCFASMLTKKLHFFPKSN
DENV2 CPE = protects cells from dengue virus 2 cytopathic effect; DENV2-infected cells, cytopathic effect rescue, plate reader; CPE inhibition, % at 9.99 µM; 350,000 tested, 1.7% active; AID 651640; in the data active = CPE inhibition above about 20%, passing the limit was not always enough; inconclusive = no clear call, values can overlap the other calls; tested in BHK-21 cells;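 note: 0% = median of neutral control wells and 100% = median of positive control wells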
EWS-Fli inh = inhibitors of EWS/Fli oncoprotein transcriptional activity; A673 NR0B1-luciferase reporter, viability-normalised; inhibition, % at 12.6 µM; 350,000 tested, 0.67% active; AID 651661;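 active = mean inhibition of at least 50% after viability correction, with every replicate also passing that limit; inconclusive = mean reaches 50% but only one of two replicates passes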;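 note: firefly luciferase signal divided by Alamar Blue viability fluorescence both relative to DMSO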
LGR2 antag = inhibitors of bursicon-induced Drosophila LGR2 receptor cAMP signaling | HEK293 LGR2, CRE-luciferase, bursicon-stimulated, 4 h | inhibition, % at 9.99 µM | 380,000 tested, 0.35% active;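 active = drop in luminescence signal, shown as inhibition above about 50% in the replicate tests, limit read from the data, passing the limit was not always enough; inconclusive = probably only some replicates passing the limit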;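 note: agonist challenge used bursicon conditioned medium at about half maximal strength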
ARNT-TACC3 inh = disruptors of human ARNT/TACC3 interaction | AlphaScreen His-ARNT PAS-B/GST-TACC3 binding, luminescence; TACC3 fragment carries E629A point mutation | 390,000 tested, 0.66% active | Q9Y6A5 | inhibition, % at 9.99 µM;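 active = mean inhibition of replicates at least 50% and at least half of replicates each reaching 50%; inconclusive = half or more replicates reach 50% but mean below 50%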;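 note: 0% = complete ARNT plus TACC3 wells and 100% = ARNT alone without TACC3; many hits fall short of the cut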
The depositor's hits bear a star; ? = inconclusive; nt = not tested or not shown; & = joins results of further samples.

Molecule	SIRT5 block	PAX8 inh HTS	Casp6 inh	DENV2 CPE	EWS-Fli inh	LGR2 antag	ARNT-TACC3 inh
COCCNC(=O)C1(C)Cc2c(-c3cccc(C(F)(F)F)c3)ccnc2O1 (configuration not stated)	nt	38	2	-9	24	-6	nt
COc1cccc(/C=C/C(=O)OCC(=O)N(C)CC(=O)Nc2ccccc2Cl)c1OC	13	-7	2	1	3	-9	8
Cc1nn(Cc2ccccc2Cl)c(C)c1NC(=O)c1ccn(C)n1	nt	-3	nt	nt	nt	3	7
CC(C)NC(=O)COc1ccccc1C#N	-24	-7	4	-6	-1	17	11
Cc1cnc(C(=O)OCC(=O)Nc2ccc(C)c(S(=O)(=O)N3CCCCC3)c2)cn1	0	12	0	4	-8	0	6
CCCNC(=O)N1CC2(CCN(CC3CCCCC3)CC2)c2c([nH]c3cc(OC)ccc23)[C@@H]1CO	nt	nt	nt	?	-6	-11	nt
CC1Cc2ccccc2N1C(=O)COC(=O)c1cccnc1Cl (configuration not stated)	-2	nt	-2	nt	3	-19	32
Cc1ccc(S(=O)(=O)NCc2csc(-c3cccs3)n2)cc1	2	-26	-1	-3	7	1	-3
Clc1cccc(Cc2nn[nH]n2)c1	-3	-10	-3	-2	-11	-2	-2
Nc1nc2c(ncn2[C@@H]2O[C@H](C(=O)NC3CCCCC3)[C@@H](O)[C@H]2O)c(=O)[nH]1	-3	-14	1	-14	-3	-10	nt

(continued)
Molecule	SIRT5 block	PAX8 inh HTS	Casp6 inh	DENV2 CPE	EWS-Fli inh	LGR2 antag	ARNT-TACC3 inh
CCCCn1c(N)c(N(CCOC)C(=O)CN2C(=O)NC3(CC(C)CC(C)(C)C3)C2=O)c(=O)[nH]c1=O (configuration not stated)	-3	-18	-2	-5	-1	7	-3
C/C=C/c1ccc(OCC(=O)OCC)c(OC)c1	-2	-14	0	nt	-5	-13	-8
COc1cc(/C=C/C(=O)NC(C)(C)C)ccc1OCc1ccccc1	nt	0	nt	nt	nt	0	6
Cc1ccccc1CCNC(=O)C1CCC(=O)N(C2CCCCCC2)C1 (configuration not stated)	2	16	-1	8	-13	-8	1
S=C(NCCc1ccccc1)NCc1ccccc1Cl	-1	-32	3	0	-3	nt	3
Cc1ccc(Cl)cc1N1CCN(C(=O)CCCn2c(=O)c3cccn3c3cccnc32)CC1	-4	25	1	-1	12	37	-4
C[C@H]1CCCCO[C@H](CN(C)C(=O)C2CCCCC2)[C@@H](C)CN([C@@H](C)CO)C(=O)c2cc(NC(=O)Nc3cccc4ccccc34)ccc2O1	-3	24	1	-4	?	-27	14
COc1ccc(OCC(=O)NCCS(=O)(=O)N2CCN(c3ccc(F)cc3)CC2)cc1	0	5	0	3	nt	-25	28
CCn1ccnc1CN(C)Cc1cn(-c2ccc(C)cc2)nc1-c1ccc(F)cc1	3	-5	-1	-3	22	0	19
O=S(=O)(Nc1c(F)cccc1F)c1ccc(Cl)nc1	-3	-4	1	-1	-2	-5	-1

Among those listed so far, nine have four or more nitrogen atoms.
Molecule	SIRT5 block	PAX8 inh HTS	Casp6 inh	DENV2 CPE	EWS-Fli inh	LGR2 antag	ARNT-TACC3 inh
Cc1nn(Cc2ccccc2Cl)c(C)c1NC(=O)c1ccn(C)n1	nt	-3	nt	nt	nt	3	7
Cc1cnc(C(=O)OCC(=O)Nc2ccc(C)c(S(=O)(=O)N3CCCCC3)c2)cn1	0	12	0	4	-8	0	6
CCCNC(=O)N1CC2(CCN(CC3CCCCC3)CC2)c2c([nH]c3cc(OC)ccc23)[C@@H]1CO	nt	nt	nt	?	-6	-11	nt
Clc1cccc(Cc2nn[nH]n2)c1	-3	-10	-3	-2	-11	-2	-2
Nc1nc2c(ncn2[C@@H]2O[C@H](C(=O)NC3CCCCC3)[C@@H](O)[C@H]2O)c(=O)[nH]1	-3	-14	1	-14	-3	-10	nt
CCCCn1c(N)c(N(CCOC)C(=O)CN2C(=O)NC3(CC(C)CC(C)(C)C3)C2=O)c(=O)[nH]c1=O (configuration not stated)	-3	-18	-2	-5	-1	7	-3
Cc1ccc(Cl)cc1N1CCN(C(=O)CCCn2c(=O)c3cccn3c3cccnc32)CC1	-4	25	1	-1	12	37	-4
C[C@H]1CCCCO[C@H](CN(C)C(=O)C2CCCCC2)[C@@H](C)CN([C@@H](C)CO)C(=O)c2cc(NC(=O)Nc3cccc4ccccc34)ccc2O1	-3	24	1	-4	?	-27	14
CCn1ccnc1CN(C)Cc1cn(-c2ccc(C)cc2)nc1-c1ccc(F)cc1	3	-5	-1	-3	22	0	19

The list goes on.
Molecule	SIRT5 block	PAX8 inh HTS	Casp6 inh	DENV2 CPE	EWS-Fli inh	LGR2 antag	ARNT-TACC3 inh
COc1cccc(S(=O)(=O)N[C@H]2CC[C@H](CCNC(=O)Cc3ccncc3)O[C@H]2CO)c1	-1	-19	-1	-3	5	3	nt
Cc1nnc(SCC(=O)Nc2ccc3c(c2)OCO3)s1	-2	-3	-2	-3	3	2	nt
COc1cc(C)c(S(=O)(=O)NOCc2ccccc2)c(C)c1C	-2	-4	-1	6	0	20	-2
CC(C)C[C@H]1CN([C@@H](CC(C)C)CN2CCCC2CN2C(=S)NC[C@@H]2Cc2ccc(O)cc2)C(=S)N1CCc1ccccc1 (some centres not stated)	-3	30	nt	3	18	13	-3
Cc1ccccc1CC(=O)N1CCN(C(=O)c2ccco2)CC1	-3	nt	-1	-7	-6	8	2
COCCNC(=S)NNC(=O)c1cc(C2CC2)nc2ccccc12	-1	-11	-3	-7	nt	12	nt
COc1cccc(/C=C2\Oc3cc(OCC(=O)N4CCCCC4)ccc3C2=O)c1OC	5	6	5	2	-16	2	2
COc1ccc(C(=O)NC(=C(Cl)Cl)S(=O)(=O)c2ccc(C)cc2)cc1	1	-2	20	-1	10	-11	-6
Cc1cccc(C(O)c2ncc(-c3cccc(C(F)(F)F)c3)[nH]2)c1C (configuration not stated)	nt	-12	0	14	7	-15	nt
Cc1ccc(S(=O)(=O)Nc2ccc3c(c2)C(=O)N([C@H](C)CO)C[C@H](C)[C@H](CN(C)C(=O)Nc2ccc(F)cc2)OCCCC[C@@H](C)O3)cc1	7	-16	-1	-6	0	-8	-8

The listing continues.
Molecule	SIRT5 block	PAX8 inh HTS	Casp6 inh	DENV2 CPE	EWS-Fli inh	LGR2 antag	ARNT-TACC3 inh
CC(=O)c1ccccc1OC(=O)c1ccc(-c2ccccc2)cc1	10	-17	1	-6	2	-14	-1
C[C@@H]1CN([C@H](C)CO)C(=O)c2cccc(NS(=O)(=O)c3cccs3)c2O[C@H]1CN(C)Cc1ccc(C(=O)Nc2ccccc2N)cc1	9	-6	1	1	9	-13	nt
CCOC(=O)C1CCN(C2=NC(=O)/C(=C/c3ccccc3OC)S2)CC1	-1	-1	0	3	-13	-18	0
Cc1nnc(-c2ccccc2)o1	-4	-5	-3	-3	2	-5	-2
C[C@H]1CN([C@@H](C)CO)C(=O)c2cc(C#Cc3ccccc3F)cnc2O[C@H]1CN(C)C(=O)Cc1ccccc1	-2	nt	1	10	-2	-12	3
O=C(c1ccccc1F)N1CCN(S(=O)(=O)c2ccc(S(=O)(=O)N3CCCCC3)cc2)CC1	5	nt	-1	8	12	0	3
CC(C)(C)C(=O)CSc1ccc(S(=O)(=O)N2CCCC2)cn1	-3	-7	-1	10	1	-17	4
CCCC#Cc1cnc2c(c1)C(=O)N([C@@H](C)CO)C[C@@H](C)[C@@H](CN(C)C(=O)NC1CCCC1)O2	8	1	0	3	-12	-12	4
COc1cccc(NC(=O)CN(C)C(=O)C2CC3C=CC2C3)c1 (configuration not stated)	nt	20	-4	13	0	2	-2
CCOC(=O)CNC(=O)C12CC3CC(C1)CC(c1ccc(C)cc1)(C3)C2	-5	13	3	nt	6	-16	-5

(list continues)
Molecule	SIRT5 block	PAX8 inh HTS	Casp6 inh	DENV2 CPE	EWS-Fli inh	LGR2 antag	ARNT-TACC3 inh
COc1ccc([C@@H]2CC=C(C(=O)O)[C@H](c3ccc(F)cc3)N2S(=O)(=O)c2ccc(C)cc2)cc1OC	-1	-13	1	-11	-1	18	-2
CNC(=O)C[C@H]1CC[C@H]2[C@@H](COc3ccc(NC(=O)Nc4cccc(C#N)c4)cc3C(=O)N2C)O1	2	-16	0	-5	-5	2	-19
C[C@@H]1CN([C@H](C)CO)S(=O)(=O)c2ccc(-c3ccc(F)cc3)cc2O[C@H]1CN(C)C	-3	nt	-1	14	-7	14	4
COc1cccc(C(=O)NCCS(=O)(=O)N2CCC3(CC2)OCCO3)c1	1	-1	-1	6	0	19	-5
CN(C1CCCCC1)S(=O)(=O)c1ccc2[nH]c(=O)oc2c1	-6	3	2	-1	4	6	6
CC(C)NC(=O)N(C)C[C@H]1OCc2cnnn2CCCC(=O)N([C@H](C)CO)C[C@H]1C	-4&-2&-5	-10&-6	4&-1&-3	?	-6&-3&-2	-2&-5	0&2
Cc1ccccc1-c1nc(CS(=O)(=O)CC(=O)N2CCCCC2)c(C)o1	-1	5	2	-2	nt	-1	12
Cc1ccc2nc(-c3ccc(NC(=O)c4cccnc4)cc3)oc2c1	-1	-52	1	4	-34	?	-14
CC(=O)c1ccc(N2CCN(C(=O)c3n[nH]c4ccccc34)CC2)cc1	1	26	-3	6	3	nt	13
c1csc(-c2ccc3nncn3c2)c1	0	19	33	0	6	10	nt

Remaining list, next part.
Molecule	SIRT5 block	PAX8 inh HTS	Casp6 inh	DENV2 CPE	EWS-Fli inh	LGR2 antag	ARNT-TACC3 inh
CCc1nnc(NC(=O)c2ccc(COc3ccccc3C)o2)s1	1	7	2	3	3	5	9
O=c1ccc2ccccc2c2ccccc12	-27	88*	-2	-11	63*	3	nt
CC1CCc2c(sc3ncnc(NS(=O)(=O)c4cccs4)c23)C1 (configuration not stated)	5	-28	0	-3	2	-38	-1
C[C@H](CO)N1C[C@H](C)[C@H](CN(C)CC2CCCCC2)Oc2c(NS(=O)(=O)c3cccs3)cccc2C1=O	-1	-12	1	0	4	-9	-20
CCN(CC)c1ccc(/C=C2\CCC(/C=C(\C#N)C(=O)Nc3ccccc3F)=C2N2CCOCC2)cc1	-5	14	-2	18	-5	-5	nt
O=S1(=O)CCOCCN1Cc1ccccc1	-4	-26	1	-9	0	6	0
C[C@@H]1CN([C@H](C)CO)C(=O)Cc2cc(NC(=O)Cc3ccccc3)ccc2O[C@H]1CN(C)Cc1ccncc1	-1	19	0	7	-1	-10	16
C[C@@H]1CN([C@@H](C)CO)C(=O)c2cccc(NC(=O)NC3CCCCC3)c2O[C@@H]1CN(C)C(=O)Nc1cccc2ccccc12	0	-18	1	2	-3	-7	6
COc1ccc(CN2CCN(C(=O)C3CCC(CNS(=O)(=O)c4ccccc4)CC3)CC2)c(OC)c1OC (configuration not stated)	-2	13	-4	-6	5	15	-3
Clc1ccc(N/N=C/c2cccnc2)cc1	nt	-80	nt	nt	nt	-37	15
CCOc1cc(N2CCOCC2)c(OCC)cc1NC(=O)c1[nH]c(C)c(C(C)=O)c1C	0	-27	2	1	18	10	1
S=c1[nH]cnc2sc(-c3ccccc3)cc12	-4	-35	4	nt	-3	-38	0
CCOC(=O)C(=CNc1ccc(OC)cc1[N+](=O)[O-])C(=O)OCC	9	-10	-2	?	6	14	-4
